SUMO HTRF inh: inhibitors of in vitro SUMOylation cascade, primary screen, biochemical, HTRF, uHTS | inhibition, % at 35 µM | 0.36% of 290,000 active | HTRF SUMOylation assay, SAE1/SAE2 + UBC9 | SUMO-conjugating enzyme UBC9 (Homo sapiens), P63279; in the data active means inhibition above about 50%, passing the limit was not always enough; further: strong numbers were not always called active
Target sequence (P63279 whole entry, looked up): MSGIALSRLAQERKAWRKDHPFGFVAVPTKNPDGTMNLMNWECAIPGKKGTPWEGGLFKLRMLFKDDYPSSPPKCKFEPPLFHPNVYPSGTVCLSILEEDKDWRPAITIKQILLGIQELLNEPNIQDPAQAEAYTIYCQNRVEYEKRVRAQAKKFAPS
CRFR2-BP antag: antagonists of CRF-BP/CRF-R2 complex, primary screen, cell-based, HEK293, calcium dye fluorescence, uHTS. CRF-induced calcium fluorescence. 0.59% of 350,000 active. inhibition, % at 11.8 µM;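 active means inhibition of the ligand-induced calcium signal above about 50% at the single tested concentration, limit read from the data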
MEKK3 PB1 HTS: modulators of MEKK3-MEK5 PB1 binding, primary screen, biochemical, wildtype MEKK3, multiplex bead flow cytometry, Alexa488-MEK5. Mitogen-activated protein kinase kinase kinase 3 (Homo sapiens), Q99759. bead-based flow cytometry, Alexa488-MEK5 binding to MEKK3; actives lie on both sides; 0 = blocked by unlabeled MEK5, 100 = vehicle. binding response (% of control), % at 10 µM. 1.4% of 290,000 active. AID 1529, 2009;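 active means binding response more than 3 SD above or below the average of its plate-row segment, actives on both sides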;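 further: Alexa488 bead fluorescence after subtracting the streptavidin-only scavenger bead signal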
Target sequence (Q99759 whole entry, looked up): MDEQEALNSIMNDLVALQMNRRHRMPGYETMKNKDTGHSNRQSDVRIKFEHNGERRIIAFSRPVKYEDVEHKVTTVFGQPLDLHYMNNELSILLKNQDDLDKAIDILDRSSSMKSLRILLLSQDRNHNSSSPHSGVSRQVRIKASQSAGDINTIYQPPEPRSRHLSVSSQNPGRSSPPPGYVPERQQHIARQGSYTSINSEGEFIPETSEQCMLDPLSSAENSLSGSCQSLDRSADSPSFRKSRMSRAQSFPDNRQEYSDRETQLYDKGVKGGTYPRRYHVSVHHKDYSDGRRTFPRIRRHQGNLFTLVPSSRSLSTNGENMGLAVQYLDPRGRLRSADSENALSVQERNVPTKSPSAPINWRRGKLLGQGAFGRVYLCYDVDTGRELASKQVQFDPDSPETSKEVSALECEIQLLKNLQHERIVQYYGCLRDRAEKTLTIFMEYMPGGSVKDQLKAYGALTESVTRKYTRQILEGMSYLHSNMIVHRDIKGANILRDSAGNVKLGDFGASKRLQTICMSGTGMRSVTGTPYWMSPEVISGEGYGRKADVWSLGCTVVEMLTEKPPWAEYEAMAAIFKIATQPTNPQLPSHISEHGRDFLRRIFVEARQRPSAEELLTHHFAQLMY
CRFR2-BP ag: agonists of CRF-BP/CRF-R2 complex, primary screen, cell-based, HEK293, calcium dye fluorescence, uHTS; calcium dye fluorescence (FLIPR); percent of saturating CRF peptide response; activation, % at 13.2 µM; 0.46% of 350,000 active; AID 588473, 2011;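 active means activation of at least 50%, plus an integration ratio under a set limit after plate pattern correction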;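 further: plate controls were neutral control wells without compound for no effect and CRF at EC100 for full effect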
DNA FID counter: compounds displacing fluorescent DNA intercalator, primary screen, artefact control for HCV NS3 helicase inhibitor project, biochemical, FID fluorescence; DNA fluorescent intercalator displacement; inhibition, % at 7.9 µM; 0.17% of 290,000 active; in the data active means inhibition above about 37%;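 further: 0% = vehicle and 100% = reference compound; higher means more ethidium bromide displaced from hairpin DNA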
GalR3 antagonist: GalR3 antagonists in HEK293 cells, primary screen, cell-based, fluorescence readout | Galanin receptor type 3 (Homo sapiens), O60755 | HEK293 GalR3-CNG cAMP membrane potential fluorescence; galR3 body fused to GalR1 C-terminus | inhibition, % at 3 µM | 0.44% of 360,000 active;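 active means inhibition above the screen-wide average plus 3 SD, cut at about 13% in these data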;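 further: forskolin and galanin both at EC90 stimulate the cells; cAMP rise reported by CNG channel membrane potential dye signal; 0% = forskolin plus galanin with DMSO and 100% = forskolin alone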
Target sequence (O60755 1-299 limits assumed): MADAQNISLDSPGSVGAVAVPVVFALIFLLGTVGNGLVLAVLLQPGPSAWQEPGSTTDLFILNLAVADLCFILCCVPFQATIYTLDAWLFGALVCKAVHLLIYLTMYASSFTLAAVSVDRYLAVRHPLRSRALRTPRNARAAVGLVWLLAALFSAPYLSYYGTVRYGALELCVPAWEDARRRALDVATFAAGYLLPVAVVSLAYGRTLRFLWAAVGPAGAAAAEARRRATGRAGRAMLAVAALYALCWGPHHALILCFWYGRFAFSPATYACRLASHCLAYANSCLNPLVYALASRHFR
MEKK2wt PB1 HTS: modulators of MEK5 binding to wildtype MEKK2, primary screen, biochemical, multiplex bead flow cytometry, Alexa488-MEK5. 1.1% of 290,000 active. Alexa488-MEK5 binding to MEKK2 WT; actives lie on both sides. Mitogen-activated protein kinase kinase kinase 2 (Homo sapiens), Q9Y2U5. binding response (% of control), % at 10 µM. AID 1531, 2009; in the data active means binding response below about 67% or above about 130%
NS3 helicase inh: inhibitors of HCV NS3 helicase, primary screen, biochemical, Cy5 molecular beacon fluorescence. Hepatitis C virus NS3 helicase. NS3 helicase DNA unwinding. inhibition, % at 10.9 µM. 0.56% of 290,000 active. AID 1800, 2009;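 active means inhibition above the mean of all tested compounds plus 3 SD, set per campaign, cut at about 35% in these data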;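 further: 0% = DMSO wells and 100% = thioflavine S control wells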
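Test system: hepatitis C virus NS3 helicase domain fragment enzyme. Also added: annealed dual-labelled DNA beacon duplex, ATP-started. Timing: 60 min unwinding reaction at 25 °C after ATP addition. Technique: Cy5 fluorescence. Measure: % inhibition of unwinding.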
MEKK2 mut-MEK5: MEK5 binding signal on mutant MEKK2 PB1, primary screen, biochemical, multiplex bead flow cytometry, Alexa488-MEK5 | Alexa488-MEK5 binding to MEKK2 mutant | percent response, % at 10 µM | 0.35% of 290,000 active; in the data active means percent response above about 24%, passing the limit was not always enough; further: inactives centre near 1; some results filed as inactive read as strong as hits; reference of the scale not given here
An asterisk follows results filed as active; x = not tested or not shown. Not all compounds are listed. The share of hits here may be higher or lower than overall.

SMILES	SUMO HTRF inh	CRFR2-BP antag	MEKK3 PB1 HTS	CRFR2-BP ag	DNA FID counter	GalR3 antagonist	MEKK2wt PB1 HTS	NS3 helicase inh	MEKK2 mut-MEK5
CCN1C(=O)C(CC(=O)Nc2ccc(F)cc2)N(CCc2ccc(OC)cc2)C1=S (stereo not drawn)	8	-17	95	0.0	2	-6	x	-24	x
COc1ccc(CNC(=O)CSc2nc(-c3ccccc3)cc(-c3cccs3)c2C#N)cc1	35	-1	97	4.3	0	-5	94	0	0
Cc1nn(S(=O)(=O)c2cccc([N+](=O)[O-])c2)c(C)c1Br	8	3	96	-0.6	6	-3	94	4	-2
CCN(CC)c1nc2cc(OC)ccc2cc1C#N	-2	0	x	6.7	-5	-4	x	-1	x
O=C(NNC(=O)c1ccc(Cl)c(Cl)c1)c1cccnc1	0	7	101	-1.8	-8	-3	104	-5	6
COc1ccc(NC(c2ccccc2)c2ccncc2)cc1 (stereo not drawn)	0	8	111	-2.5	11	-10	109	-2	9
COc1cccc2cc(C(=O)Nc3cc(Cl)ccc3N3CCOCC3)c(=O)oc12	12	9	89	-0.5	2	x	92	11	-2
Cc1ccccc1Cn1c(-c2cncs2)nc2ccccc21	-9	11	103	-1.2	-11	-9	108	-7	3
CC#CC(=O)N1CCCC(C(=O)c2ccc(SC)cc2)C1 (stereo not drawn)	1	-6	103	-0.8	-17	-3	107	2	5
O=C(NCc1cccnc1)C(=O)NCC(c1ccco1)N1CCN(c2ccccc2F)CC1 (stereo not drawn)	24	-7	102	-0.9	-36	4	103	0	-1

Overlap with the part before: 4 entries; new compounds follow.
SMILES	SUMO HTRF inh	CRFR2-BP antag	MEKK3 PB1 HTS	CRFR2-BP ag	DNA FID counter	GalR3 antagonist	MEKK2wt PB1 HTS	NS3 helicase inh	MEKK2 mut-MEK5
COc1cccc2cc(C(=O)Nc3cc(Cl)ccc3N3CCOCC3)c(=O)oc12	12	9	89	-0.5	2	x	92	11	-2
Cc1ccccc1Cn1c(-c2cncs2)nc2ccccc21	-9	11	103	-1.2	-11	-9	108	-7	3
CC#CC(=O)N1CCCC(C(=O)c2ccc(SC)cc2)C1 (stereo not drawn)	1	-6	103	-0.8	-17	-3	107	2	5
O=C(NCc1cccnc1)C(=O)NCC(c1ccco1)N1CCN(c2ccccc2F)CC1 (stereo not drawn)	24	-7	102	-0.9	-36	4	103	0	-1
CCOC(=O)c1sc(NC(=O)CSc2nnnn2-c2ccc(C)c(C)c2)nc1C	-26	-2	99	2.9	2	-3	101	-8	3
O=C(c1cc([N+](=O)[O-])ccc1N1CCOCC1)N1CCCC1	-3	22	100	-2.7	-3	-5	97	2	-2
Cc1c(OCC(=O)NCc2ccncc2)ccc2c3c(c(=O)oc12)CCCC3	-7	9	102	-0.7	-14	2	98	5	-2
O=C(N=C1SC2CS(=O)(=O)CC2N1Cc1ccccc1Cl)C1CCCO1 (stereo not drawn)	1	-11	102	0.1	-20	-7	96	-1	1
Cc1ccc(N2C(=O)C3C(c4ccccc4)(C2=O)C3(c2ccccc2)c2ccccc2)cc1 (stereo not drawn)	-9	-24	97	4.7	-15	-4	93	-1	-5
COc1ccc(CNC(=O)CSc2nnc(Cn3nnc4ccccc43)n2C)cc1	2	14	102	6.3	-8	0	100	-2	0
O=C(CSc1nc2[nH]ncc2c(=O)n1-c1ccccc1)N1CCCc2ccccc21	-5	-31	111	22	-26	x	109	-1	-2
CCOC(=O)c1[nH]c2c(c1-c1ccccc1)C(=O)CC(c1ccc(OC)c(OC)c1)C2 (stereo not drawn)	2	-13	113	-2.0	-34	-5	104	-11	-1
Cc1ccccc1C(=O)Nc1ccccc1C(=O)N1CCC(C)CC1	13	-1	99	-1.4	-14	-4	96	0	-1
CC(=O)N1c2ccc(S(=O)(=O)N3CCC(C(=O)Nc4cccc(F)c4)CC3)cc2CC1C (stereo not drawn)	-3	-17	102	-0.4	-34	-8	102	-8	3

5 entries from above, arranged by length of the SMILES, smallest number first.
SMILES	SUMO HTRF inh	CRFR2-BP antag	MEKK3 PB1 HTS	CRFR2-BP ag	DNA FID counter	GalR3 antagonist	MEKK2wt PB1 HTS	NS3 helicase inh	MEKK2 mut-MEK5
COc1ccc(NC(c2ccccc2)c2ccncc2)cc1 (stereo not drawn)	0	8	111	-2.5	11	-10	109	-2	9
CC#CC(=O)N1CCCC(C(=O)c2ccc(SC)cc2)C1 (stereo not drawn)	1	-6	103	-0.8	-17	-3	107	2	5
CCN1C(=O)C(CC(=O)Nc2ccc(F)cc2)N(CCc2ccc(OC)cc2)C1=S (stereo not drawn)	8	-17	95	0.0	2	-6	x	-24	x
COc1ccc(CNC(=O)CSc2nc(-c3ccccc3)cc(-c3cccs3)c2C#N)cc1	35	-1	97	4.3	0	-5	94	0	0
Cc1ccc(N2C(=O)C3C(c4ccccc4)(C2=O)C3(c2ccccc2)c2ccccc2)cc1 (stereo not drawn)	-9	-24	97	4.7	-15	-4	93	-1	-5

(continued)
SMILES	SUMO HTRF inh	CRFR2-BP antag	MEKK3 PB1 HTS	CRFR2-BP ag	DNA FID counter	GalR3 antagonist	MEKK2wt PB1 HTS	NS3 helicase inh	MEKK2 mut-MEK5
O=C(COC(=O)CC1CC2CCC1C2)Nc1c(F)cccc1F (stereo not drawn)	-11	3	102	-1.1	-10	-2	90	0	-8
O=C(NCc1cccs1)C1CCCN1C(=O)Nc1ccccc1[N+](=O)[O-] (stereo not drawn)	0	2	103	-0.7	-3	-8	98	0	-5
COC(=O)c1ccc(Cn2cnc3ccccc3c2=O)cc1	8	-15	102	0.2	-11	2	91	-1	1
CC1CCN(C(=O)c2ccc(S(=O)(=O)Cc3ccccc3F)c([N+](=O)[O-])c2)CC1	8	-7	102	-0.1	-3	7	105	-2	-1
Cc1ccc(N2CCOCC2)c2c1C(=O)c1ccccc1C2=O	-23	7	106	-1.4	-7	-8	109	-30	4
O=C1CCCN1S(=O)(=O)c1ccc(F)cc1	-1	-2	114	-0.7	1	1	126	-1	17
COc1ccc(C(=O)c2coc3ccc(OC(C)=O)cc23)cc1	8	-30	105	0.7	-25	-10	103	1	6
CN(C)C(=S)Nc1nc2ccccc2s1	30	-3	101	-0.3	-3	-9	100	7	0
CCc1cc(OCCN2C(=O)NC(C)(C)C2=O)ccc1Cl	17	-22	98	-0.9	-6	-3	98	-2	-5
CNC(=O)CSc1n[nH]c(-c2cc(Cl)ccc2OC)n1	12	-11	104	-0.1	-2	6	98	5	-6
COC(=O)C1=C(C)NC2=C(C(=O)CC(C)(C)C2)C1c1ccccn1 (stereo not drawn)	3	2	91	-0.9	0	-7	103	-3	-5
Cc1cccc(C(=O)OCC(=O)Nc2ccc(F)cc2)c1	14	5	105	0.9	-10	-1	107	-7	2
O=C1OC(c2ccccc2)=NC12CC2c1ccc(Cl)cc1 (stereo not drawn)	-11	12	97	-3.0	-17	-3	101	0	-1
Cn1c(O)c(N=NC(=S)Nc2ccccc2F)c2cc(S(=O)(=O)N3CCOCC3)ccc21	9	-2	99	-2.0	-1	5	95	-4	-6
OC(CNCC(c1ccc(Cl)cc1Cl)c1c[nH]c2ccccc12)c1ccccc1 (stereo not drawn)	-37	-26	97	5.2	28	-9	110	-45	0
CCC(C(=O)NCCCN1CCCC1=O)n1c2ccccc2c2nc(=O)cc(C)n21 (stereo not drawn)	8	-10	101	-0.8	-22	-8	98	2	-1
COc1ccc(C(=O)Cn2nnc(-c3ccccc3NC(=O)c3ccco3)n2)cc1	12	7	101	1.9	0	-4	98	7	0
O=C(Cn1cnc2ccccc2c1=O)N/N=C/c1ccc(Br)cc1	7	1	102	-0.8	-24	1	101	2	4
CC(C)[C@H](NC(=O)c1c(F)cccc1F)C(=O)OCC(=O)NC(=O)NC1CCCC1	4	-9	95	0.4	-21	-2	98	-12	3
CC1=CC(=O)C(C(C)C)=C/C1=N/OC(=O)c1cccc([N+](=O)[O-])c1	-22	18	100	-0.6	1	-11	100	1	-1
O=C(NNc1nc2c(F)cccc2s1)c1ccc(F)cc1	4	-1	111	1.7	-5	0	108	0	1
COc1ccc(-c2csc3nc(-c4ccccc4)oc(=O)c23)cc1OC	-4	19	97	0.3	11	-5	92	-1	-11
CC(C)OC(=O)C1C(=O)CC(C)(O)C(C(=O)OC(C)C)C1c1cccc(O)c1 (stereo not drawn)	10	-5	87	-0.1	-20	-1	50	9	-61
CCc1cc(=O)oc2c3c(cc(OCC(=O)N[C@H](C(=O)O)[C@H](C)CC)c12)OC(C)(C)CC3	28	3	104	-0.8	-16	-11	103	20	10
COc1ccc(/C(O)=C2/C(=O)C(=O)N(CCCC(=O)O)C2c2ccc(OC)c(OC)c2)cc1 (stereo not drawn)	12	24	97	-0.8	0	2	98	4	-1
Cc1csc(NC(=O)c2ccco2)c1C(=O)c1ccccc1	16	2	101	-0.5	-4	4	98	-3	-1
CCc1ccc(OCC2Cn3c(nc4c3c(=O)[nH]c(=O)n4C)O2)cc1 (stereo not drawn)	1	-33	103	0.8	-15	-3	107	-4	8
C[n+]1nc(Nc2cccc3ccccc23)sc1-c1ccc(C(=O)O)cc1	3	x	103	x	x	x	101	x	-1
COc1ccc(C(=O)NC2(C(F)(F)F)C(=O)N(Cc3ccco3)C3=C2C(=O)CC(C)(C)C3)cc1OC (stereo not drawn)	-1	10	93	-0.5	-29	4	97	-7	-13
CCCn1c(SC(C)C(=O)NCC2CCCO2)nc2sc(CC)cc2c1=O (stereo not drawn)	1	-18	101	-0.4	-39	-4	101	-1	0
COC(=O)c1ccccc1NC(=O)c1ccc(-c2ccc(Br)cc2)o1	-10	8	x	0.3	-2	0	x	-4	x
Cc1ccc(S(=O)(=O)NCC(=O)NC2CCCCCC2)cc1	14	-9	103	1.0	-10	x	99	2	0
COCCn1c(C)cc(C(=O)COC(=O)CCN2C(=O)c3ccccc3C2=O)c1C	-4	14	101	-1.0	-21	-6	103	-1	0
C/C(=N\NC(=S)NC(C)C)c1ccccc1OC(F)F	4	8	107	-4.3	-8	-6	101	-10	-2
CC(=O)c1c(C)[nH]c(C(=O)OCCCCN2C(=O)c3ccccc3C2=O)c1C	-26	-37	102	0.4	-13	20*	107	8	3
O=C1OC(Nc2cc(Br)cc3cccnc23)c2ccccc21 (stereo not drawn)	88*	18	126	-1.2	-2	-7	107	7	1

Complete entries as entered above. Screens in order: SUMO HTRF inh	CRFR2-BP antag	MEKK3 PB1 HTS	CRFR2-BP ag	DNA FID counter	GalR3 antagonist	MEKK2wt PB1 HTS	NS3 helicase inh	MEKK2 mut-MEK5
Cc1c(OCC(=O)NCc2ccncc2)ccc2c3c(c(=O)oc12)CCCC3 is listed as -7	9	102	-0.7	-14	2	98	5	-2
COc1ccc(CNC(=O)CSc2nc(-c3ccccc3)cc(-c3cccs3)c2C#N)cc1 is listed as 35	-1	97	4.3	0	-5	94	0	0
